From PubChem BioAssay
CXXC DNA block: inhibitors of human MLL CXXC domain-DNA interaction; Q03164; MLL-CXXC / FITC-HOXA9 DNA fluorescence polarization; Potency, µM (top dose mostly 115 µM), without a hit: at the top dose activity change, negative = inhibition, usual class: inhibitors; 0.037% of 290,000 active; active means well fitted inhibition curve with a large enough effect in the polarisation, with a control signal flat, not every such curve was filed as active; inconclusive means small, poorly fitted or top-dose-only effect, or effect the other way, or a change in a side signal; inactive means no such curve, though single readings can be large or run the other way; the % refers to the polarisation; further: potency means the concentration at half of the fitted maximal effect
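Steps: dispense CXXC domain solution (7 uM) → pin compounds or unlabeled HOX-A9 DNA control → 5 min ambient → add FLSN-HOX-A9 solution (50 nM) → spin → 30 min ambient → fluorescence polarization. Tris pH 7.5/NaCl/DTT/BSA buffer.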
Menin MLL FP TR: menin-MLL binding inhibition, Texas Red mutant peptide; O00255; Menin + Texas Red MLL mutant peptide, fluorescence polarization; Potency, µM (top dose mostly 61.6 µM), for inactives: top-dose FP activity change, negative = inhibition, usual class: inhibitors; 0.23% of 270,000 active; AID 1768; active means well fitted inhibition curve with a large enough effect in the polarisation, with a control signal flat, not every such curve was filed as active; inconclusive means small, poorly fitted or top-dose-only effect, or effect the other way, or a change in a side signal; inactive means no such curve, though single readings can be large or run the other way; the % refers to the polarisation; further: potency means the concentration at half of the fitted maximal effect; % of control where 0% means no effect; many of its hits are not listed in these tables
Mito fusion yeast: blocks mitochondrial division or promotes mitochondrial fusion; S. cerevisiae fusion-defective mutant growth rescue, CellTiterGlo 48 h; Potency, µM (series often up to 46.1 µM), inactives show top-dose growth rescue (activation), usual class: activators; 0.23% of 320,000 active; AID 485298;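 further: potency means the concentration at half of the fitted maximal effect; % of control where 0% means no effect; nearly all actives have a fitted effect of over 45% in size; temperature-sensitive fusion mutants such as fzo1-1 at 37 °C on non-fermentable ethanol glycerol medium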
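Read-out: ATP-based luminescence (CellTiterGlo, 10 min ambient) reporting growth of fusion-defective ts yeast after 48 hours at 37C on glycerol/ethanol YPEG medium in the presence of compound.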
TCR activator: T cell receptor activation; primary human leukocytes, anti-CD3, IL-2 HTRF, 48 h; Potency, µM (series often up to 9.22 µM), for the others: at the highest dose activation of IL-2 secretion, hits mostly activators; 330,000 tested, under 10 active; AID 504894; further: % of control where 0% means no effect
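48 hr co-incubation of compounds, a-CD3 beads and primary human leukocytes; IL-2 quantified homogeneously by HTRF with anti-IL-2 K and d2 conjugates.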
S-ASM inh: inhibitors of human secretory acid sphingomyelinase. placental ASM, HMU-PC fluorogenic substrate, 60 min. Potency, µM (titrated, usually from 57.5 µM), for inactives: at the highest dose activity change, negative = inhibition, usual class: inhibitors. 0.006% of 340,000 active. AID 504937; further: potency means the concentration at half of the fitted maximal effect
Target sequence (P17405 47-631 limits assumed): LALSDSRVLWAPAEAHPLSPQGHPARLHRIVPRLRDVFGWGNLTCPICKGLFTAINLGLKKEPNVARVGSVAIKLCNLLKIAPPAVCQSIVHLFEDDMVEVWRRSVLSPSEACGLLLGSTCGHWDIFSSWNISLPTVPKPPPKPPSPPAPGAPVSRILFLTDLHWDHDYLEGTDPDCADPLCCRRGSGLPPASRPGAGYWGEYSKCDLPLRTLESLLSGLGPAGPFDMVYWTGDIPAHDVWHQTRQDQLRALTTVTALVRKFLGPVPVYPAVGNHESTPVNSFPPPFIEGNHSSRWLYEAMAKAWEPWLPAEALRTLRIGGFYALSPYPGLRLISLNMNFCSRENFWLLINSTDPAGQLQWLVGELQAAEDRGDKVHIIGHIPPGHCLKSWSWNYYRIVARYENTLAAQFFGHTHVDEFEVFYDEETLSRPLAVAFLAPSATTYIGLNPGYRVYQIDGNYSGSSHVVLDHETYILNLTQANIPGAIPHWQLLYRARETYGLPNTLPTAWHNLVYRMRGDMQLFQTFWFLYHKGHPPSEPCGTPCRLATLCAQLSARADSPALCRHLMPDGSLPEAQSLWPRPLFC
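qHTS format. ASM enzyme prepared from human placenta hydrolyses the fluorogenic substrate HMU-PC0 (9 uM final) over 60 min at 37 °C after a 10 min compound preincubation.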
A-T KAP1 phos: potential ataxia-telangiectasia treatments restoring KAP-1 phosphorylation; […] A-T fibroblasts, KAP-1 phosphorylation AlphaLISA; neocarzinostatin DNA damage 30 min before lysis; Potency, µM (titrated, usually from 57.5 µM), for the others: at the highest dose activation, usual class: activators; 0.19% of 320,000 active; AID 485349; further: potency means the concentration at half of the fitted maximal effect; % of control where 0% means no effect; nearly all actives have a fitted effect of over 45% in size
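ATM-like activity read as KAP-1 phosphorylation via AlphaLISA donor/acceptor antibody pairs after lysis and 6 hr at 25C. Cells were ATM-null patient fibroblasts ([…], hTERT), dosed 60 min, then exposed to the DSB inducer NCS for 30 min.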
TSHR antag: blocks TSH signaling through the human TSH receptor; P16473; TSHR-expressing cells, TSH-stimulated cAMP HTRF, 2 h; active compounds read low; activity change, negative = inhibition, % at 11.5 µM; 0.2% of 330,000 active;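 active means activity change below a set negative limit, meaning inhibition stronger than a set level, cut at about -70% in these data; inconclusive means activity change between two set negative limits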; further: on the % scale 0 is the no-effect control and ±100 the full control effect
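Antagonism was scored as loss of TSH-driven cAMP in TSHR cells, stimulated with 4nM TSH (EC80) for 2 hours at 37 deg C and detected by homogeneous HTRF competition immunoassay.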
a7 integrin act: activators of alpha7 integrin expression for muscular dystrophy. Potency, µM (titrated, usually from 38.3 µM), for inactives: top-dose activation, hits mostly activators. 0.064% of 350,000 active. alpha7betagal myoblasts, beta-gal FDG fluorescence, 48 h;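 further: potency means the concentration at half of the fitted maximal effect; 100% = response of the positive control SU9516; nearly all actives have a fitted effect of over 60% in size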
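Alpha7betagal+/- myoblasts (passage 13) were plated 16-24 hr, then exposed to compounds (1:260 dilution of DMSO stock) for 48 hours at 37C. After MPER lysis, β-galactosidase reporter activity was read as FDG fluorescence (ex 480/em 540) after 30 minutes.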
TSG101-PTAP inh: blocks PTAP/TSG101 interaction to inhibit HIV-1 budding; 340,000 tested, under 10 active; Fluorescence polarization, FITC-PTAP peptide / Tsg101 binding; Potency, µM (titrated, usually from 115 µM), for the others: top-dose activity change, negative = inhibition, most hits filed as inhibitors; active means well fitted inhibition curve with a large enough effect in the main read-out, with a control signal flat, not every such curve was filed as active; inconclusive means small, poorly fitted or top-dose-only effect, or effect the other way, or a change in a side signal; inactive means no such curve, though single readings can be large or run the other way; further: potency means the concentration at half of the fitted maximal effect; % of control where 0% means no effect
Target sequence (Q99816 whole entry, looked up): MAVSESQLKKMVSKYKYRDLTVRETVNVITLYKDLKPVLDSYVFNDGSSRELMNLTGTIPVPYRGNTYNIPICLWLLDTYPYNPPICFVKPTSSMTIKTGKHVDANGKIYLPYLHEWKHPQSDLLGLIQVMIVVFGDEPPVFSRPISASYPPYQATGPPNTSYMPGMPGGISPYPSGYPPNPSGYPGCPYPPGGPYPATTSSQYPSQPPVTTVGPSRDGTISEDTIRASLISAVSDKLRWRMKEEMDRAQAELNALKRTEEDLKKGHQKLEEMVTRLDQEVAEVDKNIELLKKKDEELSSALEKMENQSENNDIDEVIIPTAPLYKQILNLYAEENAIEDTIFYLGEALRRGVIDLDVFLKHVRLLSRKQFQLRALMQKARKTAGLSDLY
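Fluorescence anisotropy tracks displacement of a FITC-tagged PTAP peptide (50 nM) from the Tsg101 binding domain (10 uM), following a 20 min room-temperature incubation at pH 7.5.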
MBNL1-CUG inh: MBNL1-poly(CUG) RNA binding inhibition; Potency, µM (titrated, usually from 57.5 µM), without a hit: at the top dose activity change, negative = inhibition, usual class: inhibitors; 0.036% of 280,000 active; TR-FRET MBNL1-His/biotin-(CUG)12 binding, 665/545 ratio; active means well fitted inhibition curve with a large enough effect in the signal ratio, with a control signal flat, not every such curve was filed as active; inconclusive means small, poorly fitted or top-dose-only effect, or effect the other way, or a change in a side signal; inactive means no such curve, though single readings can be large or run the other way; the % refers to the signal ratio; further: potency means the concentration at half of the fitted maximal effect; on the % scale 0 is the no-effect control and ±100 the full control effect
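MBNL1-His + Biotin-(CUG)12, cpd titration 92 nM–58 uM; Tb anti-His Ab 0.055 ng/ul, SA-XL665 5 nM (final); 60 min RT; ratiometric 665/545 nm, Ex 340 nm; normalized to buffer and full-complex controls.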
* = called active by the depositor; ? = inconclusive; / = no result given; [ ] = dose if it differs, or a comment. Unless noted, the call rests on the fitted dose curve; in most records, active means well fitted curve in the direction sought with a large enough effect; inconclusive means small, poorly fitted or top-dose-only effect, or another doubt; inactive means no such curve, though single readings can be large; an effect the other way counts as inactive or inconclusive. This is a subset; the hit share may differ from the screen's.

Order of values – CXXC DNA block, Menin MLL FP TR, Mito fusion yeast, TCR activator, S-ASM inh, A-T KAP1 phos, TSHR antag, a7 integrin act, TSG101-PTAP inh, MBNL1-CUG inh
> CCCc1ccc(C(=O)COC(=O)CN2C(=O)NC3(CCCCC3C)C2=O)cc1 (configuration not stated)
    /, /, 0%, 3%, -13%, 6%, 5, 21%, -7%, /
> COc1ccc(-c2cc(C(=O)N3CCN(c4ccc(F)cc4)CC3)no2)cc1OC
    10%, 2%, -7%, -3%, ?, 2%, -4, -1%, -4%, 0%
> N#Cc1ccc(Cn2c(=O)c(C#N)c3n(c2=O)CCC3)cc1
    1%, 0%, 0%, -3%, 0%, -6%, 9, 2%, -10%, 2%
> CC(C)Cc1nnc(NC(=O)CCC(=O)Nc2ccc3cn[nH]c3c2)s1
    2%, /, 1%, -8%, -3%, 8%, -6, 6%, -1%, -15%
> CCOC(=O)C(Cc1ccc(O)cc1)NC(=O)CNC(=O)C1CCCN1C(=O)OC(C)(C)C (configuration not stated)
    5%, 13%, 1%, 0%, 4%, 4%, -3, ?, -4%, 0%
> Cc1ccc(C(=O)O/N=C(\N)Cc2ccc([N+](=O)[O-])cc2)c(Cl)c1
    0%, /, -18%, 3%, 3%, -3%, -13, 21%, -8%, 12%
> CCOC(=O)N1CCN(C(=O)Cn2c(=O)sc3ccccc32)CC1
    18%, 4%, 0%, /, 0%, -7%, 13, -21%, -6%, 6%
> COc1cccc(N=Cc2c[nH][nH]c2=O)c1
    -1%, -5%, 2%, 2%, -1%, -7%, 7, -9%, -5%, -4%
> COc1cc(OC)c(/C=N/n2c(C3CCCCC3)n[nH]c2=S)c(OC)c1
    2%, -7%, -9%, -5%, -1%, 4%, -8, -3%, -1%, -10%
> O=C(CN1C(=O)C2CC=CCC2C1=O)Nc1nc2ccc(F)cc2s1 (configuration not stated)
    12%, 18%, 9%, -3%, -2%, -1%, -3, ?, -3%, -3%
> CC(NC(=O)OCc1ccccc1)C(=O)Oc1cc2oc(=O)cc(-c3ccccc3)c2cc1Cl (configuration not stated)
    4%, 8%, 9%, 3%[46.1 µM], 57%[activator], 0%, -3, ?, -4%, 13%
> CN1C(=S)SC(N(O)C(=O)Nc2ccc(Cl)c(Cl)c2)C1(C)C (configuration not stated)
    9%, 2%, 6%, -3%, -1%, 1%, -11, 14%, -8%, -22%
> COc1ccc(NC(=O)CS(=O)CC(=O)Nc2cc(Cl)ccc2OC)cc1 (configuration not stated)
    4%, -2%, -6%, -5%, -1%, 2%, 5, ?, -3%, 2%
> Nc1ccc(NC(=O)Nc2ccc(N)cc2)cc1
    2%, 0%, -3%, 6%, -1%, 1%, -14, 13%, 0%, 3%
> COc1cc(S(=O)(=O)NCC(c2ccco2)N2CCCCC2)ccc1NC(C)=O (configuration not stated)
    /, /, 1%, 0%, 0%, 1%, 0, 18%, -2%, /
> COCCn1nnnc1C(c1ccc(OC)c(OC)c1)N1CCN(C(=O)c2ccco2)CC1 (configuration not stated)
    17%, 4%, 5%, -3%, 1%, 0%, 11, -60%[inhibitor], 0%, -1%
> Cc1ccc(-c2cccc(C3CC=CC4C3C(=O)N(Cc3ccccc3)C4c3ccc(C(F)(F)F)cc3)c2)cc1 (configuration not stated)
    15%, ?, 6%, 3%, 0%, -3%, -5, 13%, -4%, -7%
> CSc1ccc(S(=O)(=O)N2CCC(C(=O)NCc3ccco3)CC2)cc1
    -13%, ?, 19%, 1%, 5%, 8%, -1, 5%, -6%, -1%
> CSc1ccccc1NC(=O)COc1nsnc1N1CCOCC1
    7%, -21%, 16%, 1%, -1%, -4%, 24, -17%, 1%, -8%
> Cc1nn2cc(-c3ccccc3)nc2[nH]c1=O
    -13%, 12%, 0%, -8%, 185%[activator], -1%, -2, -18%, 3%, 18%
> COc1ccc(C2=Nn3c(nnc3-c3ccccc3OC)SC2)cc1OC1CCOC1 (configuration not stated)
    /, /, /, 9%, 7%, -2%, 99, /, 0%, /
> COc1ccc(OC(=O)c2cccc([N+](=O)[O-])c2)c(C(=O)/C=C/c2cccs2)c1
    23%, 3%, -2%, 8%, -5%, /, -16, 19%, -1%, ?
> Cc1nc2c(=O)[nH]c(=S)n(C)c2nc1C
    0%, 8%, 13%, -2%[46.1 µM], ?, 0%, -15, -9%, -9%, 21%[11.5 µM]
> COc1ccc(-n2nnnc2SCC(=O)NC2CCS(=O)(=O)C2)cc1 (configuration not stated)
    /, /, /, 3%, 1%, 7%, /, -20%, 0%, /
> C=CCN(C(=O)CNC(=O)c1ccco1)C(C(=O)NC1CCCCC1)c1ccc(OC)cc1 (configuration not stated)
    -4%, -4%, -1%, -5%[46.1 µM], 1%, /, 3, -8%, -2%, -4%
> O=C(NCc1ccco1)C1CC(c2ccc(Cl)cc2)=NO1 (configuration not stated)
    -2%, ?, 13%, -19%, 3%, 17%[11.5 µM], 29, 3%, -1%, -2%
> CCOc1ccc(S(=O)(=O)Nc2cc(C)ccn2)c2ccccc12
    7%, ?, 4%, -6%, 0%, 1%, -10, 3%, -4%, 3%
> COc1ccc([C@H]2/C=C\CN(C(=O)[C@H](Cc3ccccc3)NC(=O)OCC3c4ccccc4-c4ccccc43)CC(=O)N2Cc2ccc(F)cc2)cc1
    /, /, /, 2%, -7%, /, /, -5%, 0%, /
> CCCOP(=O)(c1ccc(N(C)C)cc1)C(O)c1ccccc1OC (configuration not stated)
    -1%, -6%, 2%, 0%, 2%, -1%, 2, 17%, -7%, 5%
> O=C1OC/C(=C(/O)c2ccc(Cl)cc2)C1=O
    9%, -1%, -1%, /, 2%, 3%, -3, -27%, 1%, ?
> CCc1ccc2[nH]c(=O)c(C(c3nnnn3CCOC)N3CCN(c4ccc(F)cc4)CC3)cc2c1 (configuration not stated)
    -2%, 4%, 1%, 2%, -5%, 9%, 5, 2%, -2%, ?
> CCC(C)(C)n1nnnc1CN1CCN(c2ccc(OC)cc2)CC1
    -9%, ?, 3%, -9%, 1%, -1%, -4, -23%, -6%, -25%
> S=C(Nc1ccc(Cl)c(Cl)c1)NC1CCCCC1
    0%, ?, 23%, -9%, 1%, 14%, -42, 12%[7.66 µM], -5%, -6%
> COc1ccc(C2CC(=O)C3=C(C2)Nc2ccccc2NC3c2coc3ccccc3c2=O)cc1OC (configuration not stated)
    4%, -10%, -15%, ?, -19%, 9%, 30, 27%, 2%, /
> CN(CC(=O)Nc1ccccc1Br)CC(=O)Nc1ccccc1C(F)(F)F
    -4%, -23%, 12%, -2%, -1%, 13%, -2, -35%, -3%, -9%
> CC(C)(CO)CNC(=O)CC1C(=O)NCCN1CC(c1ccccc1)c1ccccc1 (configuration not stated)
    7%, -11%, -12%, 0%, 6%, 7%, 7, -4%, -3%, -1%
> O=C(CCNC(=O)C1CCN(S(=O)(=O)c2ccccc2)CC1)NCCc1cccc(F)c1
    16%, /, -2%, 0%, 3%, 0%, -7, 34%, -5%, -2%
> CNc1ncnc2c1ncn2[C@H]1C[C@H](OP(=O)(O)O)[C@@H](COP(=O)(O)O)O1
    -5%, 0%, -13%, /, /, /, -9, /, /, /

Compound profiles, from the list above. Order of screens: CXXC DNA block	Menin MLL FP TR	Mito fusion yeast	TCR activator	S-ASM inh	A-T KAP1 phos	TSHR antag	a7 integrin act	TSG101-PTAP inh	MBNL1-CUG inh
Record of COc1ccc(NC(=O)CS(=O)CC(=O)Nc2cc(Cl)ccc2OC)cc1 (configuration not stated) = 4%	-2%	-6%	-5%	-1%	2%	5	?	-3%	2%
Record of CC(C)(CO)CNC(=O)CC1C(=O)NCCN1CC(c1ccccc1)c1ccccc1 (configuration not stated) = 7%	-11%	-12%	0%	6%	7%	7	-4%	-3%	-1%
Record of Nc1ccc(NC(=O)Nc2ccc(N)cc2)cc1 = 2%	0%	-3%	6%	-1%	1%	-14	13%	0%	3%
Record of N#Cc1ccc(Cn2c(=O)c(C#N)c3n(c2=O)CCC3)cc1 = 1%	0%	0%	-3%	0%	-6%	9	2%	-10%	2%
Record of CNc1ncnc2c1ncn2[C@H]1C[C@H](OP(=O)(O)O)[C@@H](COP(=O)(O)O)O1 = -5%	0%	-13%	/	/	/	-9	/	/	/
